Pin1 inh = human Pin1 inhibition; hit rate 0.009% among 390,000; Pin1 FP peptide displacement, HiFluor488, 10 min; AID 504891; Q13526; Potency, µM (top dose mostly 115 µM), inactives show at the highest dose activity, negative = inhibition, hits mostly inhibitors; active means well fitted inhibition curve with a large enough effect in the polarisation, with a control signal flat, not every such curve was filed as active; inconclusive means small, poorly fitted or top-dose-only effect, or effect the other way, or a change in a side signal; inactive means no such curve, though single readings can be large or run the other way; the % refers to the polarisation; further: potency means the concentration at half of the fitted maximal effect; on the % scale 0 is the no-effect control and ±100 the full control effect
Target sequence (Q13526 whole entry, looked up): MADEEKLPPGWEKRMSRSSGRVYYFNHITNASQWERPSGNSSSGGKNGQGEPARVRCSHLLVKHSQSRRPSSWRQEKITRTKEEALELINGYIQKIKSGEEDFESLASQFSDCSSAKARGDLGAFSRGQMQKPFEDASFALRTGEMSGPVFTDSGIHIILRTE
rTrxR1 inhibitor = blocks rat thioredoxin reductase 1 | O89049 | recombinant rTrxR1, NADPH fluorescence consumption, selenite substrate | Potency, µM (doses to about 114 µM), for the others: at the top dose activity change, negative = inhibition, usual class: inhibitors | hit rate 1% among 390,000 | AID 588453; further: potency means the concentration at half of the fitted maximal effect; on the % scale 0 is the no-effect control and ±100 the full control effect; nearly all actives have a fitted effect of over 65% in size
Target sequence (O89049 whole entry, looked up): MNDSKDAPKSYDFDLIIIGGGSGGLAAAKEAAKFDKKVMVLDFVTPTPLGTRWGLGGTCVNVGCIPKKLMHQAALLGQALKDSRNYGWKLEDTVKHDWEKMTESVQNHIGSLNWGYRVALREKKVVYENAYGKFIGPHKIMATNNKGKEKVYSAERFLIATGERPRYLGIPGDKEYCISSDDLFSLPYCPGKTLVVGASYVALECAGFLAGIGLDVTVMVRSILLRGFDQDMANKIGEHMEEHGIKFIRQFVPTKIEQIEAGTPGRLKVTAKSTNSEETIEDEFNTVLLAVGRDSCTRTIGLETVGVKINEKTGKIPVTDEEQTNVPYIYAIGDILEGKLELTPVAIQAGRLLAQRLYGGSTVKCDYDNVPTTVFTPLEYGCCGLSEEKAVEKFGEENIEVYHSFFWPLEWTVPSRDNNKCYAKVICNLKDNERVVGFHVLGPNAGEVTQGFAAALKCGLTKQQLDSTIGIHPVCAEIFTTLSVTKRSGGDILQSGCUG
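Rat TrxR1 (90 nM in the dispensed reagent) was pre-reduced with 400 uM NADPH for 5 min at room temperature, then incubated with compound for 15 min. After 400 uM selenite was added, NADPH fluorescence (Ex 340/Em 450 nm) was followed for 8 min.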
USP1-UAF1 inh = USP1/UAF1 (human) deubiquitinase inhibition. O94782. recombinant USP1/UAF1, Ub-Rhodamine cleavage fluorescence. Potency, µM (titrated, usually from 57.1 µM), for inactives: top-dose activity change, negative = inhibition, actives largely listed as inhibitors. hit rate 0.23% among 390,000. AID 743255; further: potency means the concentration at half of the fitted maximal effect; on the % scale 0 is the no-effect control and ±100 the full control effect; nearly all actives have a fitted effect of over 60% in size; inactives centre near -12
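1 nM enzyme complex + cpd, 15 min RT; start with Ub-Rho 150nM final; kinetic fluorescence ex 480/em 540, 6 reads q60 s. Buffer 50mM HEPES pH 7.8, 0.5mM EDTA, 0.1 mg/ml BSA, 1mM TCEP, 0.01% Tween-20.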
D2 agonist = D2 dopamine receptor (human) agonism | P14416 | HEK293 T-REx D2 cells, calcium flux agonist mode | activation, % at 2 µM | hit rate 0.53% among 340,000;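 active means activation over 3 SD above normal in the single-dose calcium agonist read, cut at about 30% in these data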; further: 0% is about no effect
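In this primary screen, compounds producing a positive calcium signal within 180 s of addition to tetracycline-induced, force-coupled HEK293 Trex D2 cells are flagged; cells are dye-loaded with a no-wash calcium kit beforehand.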
TRHR agonist = agonists of human TRH receptor; hit rate 0.18% among 360,000; TRHR cells, calcium flux fluo-8, FDSS agonist mode; activation, % at 2 µM; P34981; in the data active means activation above about 30%; further: 0% is about no effect
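In this calcium-flux screen, cells bearing human TRHR are dye-loaded with fluo-8, baselined for 10 cycles, then exposed to library compounds; positive kinetic calcium responses during the agonist phase mark hits, with TRH as control.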
D2 antag = D2 dopamine receptor (human) antagonism; inhibition, % at 10 µM; hit rate 2% among 340,000; HEK293 TREx D2 cells, calcium flux, dopamine EC80; P14416; in the data active means inhibition above about 30%; further: 0% is about no effect
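Calcium mobilization kinetics were recorded at 1 s intervals in tetracycline-induced HEK293 T-REx D2 cells, first for 180 s after compound addition and then 180 s after EC80 dopamine.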
IDH1 R132H inh = blocks human mutant IDH1 R132H enzyme. IDH1-R132H enzyme, NADPH consumption, diaphorase/resazurin fluorescence. Potency, µM (series often up to 76.6 µM), without a hit: top-dose activity change, negative = inhibition, most hits filed as inhibitors. AID 602179. O75874. hit rate 0.093% among 390,000; further: potency means the concentration at half of the fitted maximal effect; on the % scale 0 is the no-effect control and ±100 the full control effect; nearly all actives have a fitted effect of over 65% in size
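IDH1-R132H (0.5 ug/mL dispensed) in pH 7.5 Tris buffer was preincubated 30 min with compound, then given a substrate mix of 0.016 mM NADPH and 2 mM alpha-KG for 80 min at room temperature; remaining NADPH was read by diaphorase/resazurin fluorescence.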
TRHR enhancer = allosterically enhances the human TRH receptor; P34981; TRHR cells, fluo-8 calcium fluorescence, EC20 TRH enhancement; enhancement, % at 2 µM; hit rate 0.66% among 360,000; in the data active means enhancement above about 30%; further: 0% is about no effect
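TRHR-expressing cells loaded with fluo-8 calcium dye were read kinetically (ex 480/em 530) during compound addition, then stimulated with an EC20 of TRH (10 nM final). Enhancement of the Gq-mediated intracellular calcium response was scored.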
TrxR1 substrate = rat thioredoxin reductase 1 substrate activity. Potency, µM (highest dose often 114 µM), for inactives: top-dose activity change, negative = substrate turnover. purified TrxR1 substrate turnover, NADPH consumption readout. hit rate 0.01% among 390,000. O89049; further: potency means the concentration at half of the fitted maximal effect; on the % scale 0 is the no-effect control and ±100 the full control effect; nearly all actives have a fitted effect of over 50% in size
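Rat TrxR1, dispensed at 90 nM, was prereduced with 400 uM NADPH (final) for 5 min at ~22 deg C, then incubated with compound 15 min before 400 uM selenite. A first-read NADPH fluorescence drop versus no-compound background flagged substrates.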
* = called active by the depositor; ? = inconclusive; nt = no result given; & = joins results of further samples; [ ] = another dose, or the depositor's remark. Unless noted, the call rests on the fitted dose curve; in most records, active means well fitted inhibition curve with a large enough effect; inconclusive means small, poorly fitted or top-dose-only effect; inactive means no such curve, though single readings can be large or run the other way.

SMILES	Pin1 inh	rTrxR1 inhibitor	USP1-UAF1 inh	D2 agonist	TRHR agonist	D2 antag	IDH1 R132H inh	TRHR enhancer	TrxR1 substrate
CCOC(=O)C(Cc1ccccc1)C(=O)Nc1nccs1 (stereo not given)	4%	4%[57.1 µM]	-7%	0.4	0.1	-3	1%	-11	6%[57.1 µM]
CCN(CC)CCNC(=O)c1ccc(NC(=O)Cc2cccc3ccccc23)cc1	-2%	0%	-20%	-0.7	-0.6	-10	0%	10	-7%
O=C(Nc1nc(N2C(=O)c3ccccc3C2=O)n(-c2ccccc2)n1)c1ccccc1	0%	-14%	-15%	2.9	-0.4	11	2%	-2	-12%
Cc1cccc(C(=O)OCC(=O)NC(C)CCc2ccccc2)c1 (stereo not given)	-5%	8%[57.1 µM]	-16%	-0.5	-0.1	-13	-6%	-7	-7%
Cc1cccc(C)c1NC(=O)C(=O)NCCc1c[nH]c2ccccc12	-1%	10%	-21%	1.2	4.1	-11	-8%	1	0%
O=C(CC1C(=O)NCCN1Cc1ccoc1)NCCCn1ncc2ccccc21 (stereo not given)	-4%	-55%	-4%	0.6	-0.6	-13	2%	-3	9%[11.4 µM]
CCN1CCN(C(=O)CN(c2ccc(C)cc2)S(C)(=O)=O)CC1	7%	19%[57.1 µM]	0%	0.4	0.2	-12	10%	6	9%[57.1 µM]
CCN(CC)S(=O)(=O)c1ccc(N2CCCCC2)c(NC(=O)c2ccncc2)c1	-1%	9%	-5%	1.9	-1.5	-14	4%	16	4%[57.1 µM]
Cc1cccc(CNC(=O)C2CCN(c3nnc(-n4c(C)ccc4C)s3)CC2)c1	1%	-7%	-14%	-0.6	-0.1	nt	nt	2	0%
COc1ccccc1/C(C)=N/NC(=O)c1nnn(-c2nonc2N)c1C(C)C	-4%	16%[57.1 µM]	-5%	-0.3	0.6	7	-1%	2	2%[57.1 µM]
CS(=O)(=O)N(CC(=O)NCc1ccncc1)Cc1ccc(Cl)cc1	-7%	3%[57.1 µM]	-14%	3.1	-0.1	-4	-3%	-1	-7%
O=S(=O)(c1cccc(-n2cnnn2)c1)N1CCOCC1	-4%	-2%[2.29 µM]	-4%	1.2	0.4	-10	0%	4	7%[2.29 µM]
Cc1nc(N)ncc1Sc1ccc(Cl)cc1	-10%	21%[11.4 µM]	-11%	4.2	-0.8	-6	7%	-3	14%[57.1 µM]
CCOC(=O)c1c(NC(=O)CCCOc2ccccc2C)sc2c1CCC(C)C2 (stereo not given)	3%	-9%	-26%	0.2	-0.3	nt	1%	33*	9%
CCc1ccc(C(=O)N2CCN(c3ccc(NC(=O)c4cccnc4)cc3)CC2)cc1	1%	-14%	-4%	0.1	-0.9	-7	6%	4	-10%
O=C1Nc2ccc(Br)cc2C1=Nc1cccnc1	-4%	-1%[57.1 µM]	-21%	1.2	0.6	2	-26%	-3	14%[57.1 µM]
O=C(O)c1cccc2c1C(=O)c1cccc3snc-2c13	?	-3%	-18%	0.8	0.6	-2	13%	1	-1%
Cc1ccc(S(=O)(=O)N2CCN(c3ncnc4sccc34)CC2)cc1C	31%[activator]	5%	-22%	0.9	0.3	20	7%	1	0%
C=CCn1c(P(C)(=O)O)nc2ccccc21	42%&7%[activator]	37%&3%[activator]	4%&-6%	-0.1&0.5	0.3&-0.4	-7&0	4%&-4%	-1&1	8%
COC(=O)c1ccc(OC)c(CSc2nnc(COc3ccc(Cl)cc3)o2)c1	64%[activator]	-4%	-7%	1.2	1.7	-15	-2%	-7	-10%
CCC(=O)c1cc2c(cc1NC(=O)c1cccs1)OCCO2	1%	53%[activator]	9%	-0.2	0.0	1	3%	4	37%[activator]
COC(=O)c1sc(NC(=O)COc2ccccc2OC)nc1C	-5%	21%	-19%	nt	-0.5	nt	8%	4	12%
COC(=O)c1sc2cnccc2c1N	-1%	1%	-6%	-0.5	1.6	-28	9%	3	280%[activator]
O=C(CCc1nnc(-c2ccc(-c3ccccc3)cc2)o1)N1CCCCC1	5%	6%	-23%	1.4	-1.4	62*	-1%	20	11%
COc1ccc(F)cc1C(=O)C1CCCN(C(=O)CCc2ccccn2)C1 (stereo not given)	-8%	16%[57.1 µM]	1%	1.1	0.3	9	4%	7	7%[57.1 µM]

Exported with values under each structure: part of the list above
Each structure is followed by: Pin1 inh, rTrxR1 inhibitor, USP1-UAF1 inh, D2 agonist, TRHR agonist, D2 antag, IDH1 R132H inh, TRHR enhancer, TrxR1 substrate
CCOC(=O)c1c(NC(=O)CCCOc2ccccc2C)sc2c1CCC(C)C2 (stereo not given)
→ 3%, -9%, -26%, 0.2, -0.3, nt, 1%, 33*, 9%
CCc1ccc(C(=O)N2CCN(c3ccc(NC(=O)c4cccnc4)cc3)CC2)cc1
→ 1%, -14%, -4%, 0.1, -0.9, -7, 6%, 4, -10%
O=C1Nc2ccc(Br)cc2C1=Nc1cccnc1
→ -4%, -1%[57.1 µM], -21%, 1.2, 0.6, 2, -26%, -3, 14%[57.1 µM]
O=C(O)c1cccc2c1C(=O)c1cccc3snc-2c13
→ ?, -3%, -18%, 0.8, 0.6, -2, 13%, 1, -1%
Cc1ccc(S(=O)(=O)N2CCN(c3ncnc4sccc34)CC2)cc1C
→ 31%[activator], 5%, -22%, 0.9, 0.3, 20, 7%, 1, 0%
C=CCn1c(P(C)(=O)O)nc2ccccc21
→ 42%&7%[activator], 37%&3%[activator], 4%&-6%, -0.1&0.5, 0.3&-0.4, -7&0, 4%&-4%, -1&1, 8%
COC(=O)c1ccc(OC)c(CSc2nnc(COc3ccc(Cl)cc3)o2)c1
→ 64%[activator], -4%, -7%, 1.2, 1.7, -15, -2%, -7, -10%
CCC(=O)c1cc2c(cc1NC(=O)c1cccs1)OCCO2
→ 1%, 53%[activator], 9%, -0.2, 0.0, 1, 3%, 4, 37%[activator]
COC(=O)c1sc(NC(=O)COc2ccccc2OC)nc1C
→ -5%, 21%, -19%, nt, -0.5, nt, 8%, 4, 12%
COC(=O)c1sc2cnccc2c1N
→ -1%, 1%, -6%, -0.5, 1.6, -28, 9%, 3, 280%[activator]
O=C(CCc1nnc(-c2ccc(-c3ccccc3)cc2)o1)N1CCCCC1
→ 5%, 6%, -23%, 1.4, -1.4, 62*, -1%, 20, 11%
COc1ccc(F)cc1C(=O)C1CCCN(C(=O)CCc2ccccn2)C1 (stereo not given)
→ -8%, 16%[57.1 µM], 1%, 1.1, 0.3, 9, 4%, 7, 7%[57.1 µM]

(next part)
SMILES	Pin1 inh	rTrxR1 inhibitor	USP1-UAF1 inh	D2 agonist	TRHR agonist	D2 antag	IDH1 R132H inh	TRHR enhancer	TrxR1 substrate
Cc1nc2ccccn2c1-c1ccnc(=S)[nH]1	2%	3%[57.1 µM]	-7%	0.3	0.8	-4	6%	10	-10%[57.1 µM]
CC(C)Oc1cccc(C(=O)Nc2ccccc2N2CCOCC2)c1	7%	-1%	1%	-0.4	-2.4	33*	-2%	3	9%[57.1 µM]
O=C(c1ccccc1)C1Oc2ccccc2C2CC(c3cccs3)=NN12 (stereo not given)	18%	20%[57.1 µM]	-17%	0.4	0.8	0	-8%	19	-12%
CC(C)c1ccc(N(C)C(=O)Cc2c(C(=O)O)n(C)c3ccccc23)cc1	-11%	18%	-20%	-2.8	0.0	-23	1%	-3	2%
Cc1ccccc1NC(=O)CCS(=O)(=O)c1ccc(Br)cc1	1%	-9%	-16%	-0.5	-0.4	13	16%	-2	-7%
CCOC(=O)c1sc2ncn(CC(=O)Nc3ccc(C)cc3C)c(=O)c2c1C	0%	17%	-21%	0.5	0.3	nt	-9%	-4	2%
CCN(CC)N=Nc1ccc(S(=O)(=O)N2CCSC2C(=O)O)cc1 (stereo not given)	-15%	-6%[57.1 µM]	?	0.6	0.2	-5	-6%	-7	-1%[57.1 µM]
Cc1ccc(CNC(=O)C2CCN(c3nnc(N4CCCC4=O)s3)CC2)cc1	-1%	0%[57.1 µM]	-1%	-0.4	0.1	8	-3%	-4	-1%[57.1 µM]
O=C(NCc1cccs1)c1cc2c(s1)-c1ccccc1OC2	1%	68%[activator]	-12%	-1.6	0.1	-14	7%	-1	354%[activator]
COc1ccc(CNC(=O)C2CCC(=O)N(CCCN3CCCC3=O)C2)c(OC)c1 (stereo not given)	1%	29%[57.1 µM]	-8%	-0.2	0.9	-5	-12%	-3	5%[57.1 µM]
O=C(NCCCCC(NC(=O)c1ccc([N+](=O)[O-])cc1)C(=O)O)c1ccc([N+](=O)[O-])cc1 (stereo not given)	-10%	5%	4%	0.5	-0.2	-3	4%	0	-3%

A few values from the results shown.
Reading of `Cc1ccccc1NC(=O)CCS(=O)(=O)c1ccc(Br)cc1` under USP1-UAF1 inh: -16%
Reading of `CCOC(=O)c1sc2ncn(CC(=O)Nc3ccc(C)cc3C)c(=O)c2c1C` under IDH1 R132H inh: -9%

Some of the compounds tested, so the mix of outcomes need not match the whole.
